KB-V1 cytotox: kills drug-selected multidrug resistant KB-V1 cells; KB-V1 MDR cells viability, CellTiter-Glo, 72 h; Potency, µM (titrated, usually from 46.1 µM), for the others: at the top dose activity change, negative = cytotoxicity, most hits filed as cytotoxic; 400,000 tested, 3.4% active; also: nearly all actives have a fitted effect of over 60% in size
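In this primary screen, KB-V1 cells overexpressing P-gp are incubated with library compounds (lowest to highest concentration) for 72 h at 37 degrees C before a luminescent ATP viability read.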
KB-3-1 tox: KB-3-1 parental cell cytotoxicity; Potency, µM (titrated, usually from 46.1 µM), for inactives: top-dose activity change, negative = cytotoxic, usual class: cytotoxic; 400,000 tested, 1.4% active; KB-3-1 viability, CellTiter-Glo ATP luminescence, 72 h; AID 1347075; also: nearly all actives have a fitted effect of over 60% in size
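Cytotoxicity in the drug-sensitive parental line KB-3-1 was scored as loss of CellTiter-Glo luminescence following 72 h incubation with compound. Values come from curve fitting of normalized concentration-response data.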
ATXN2 expr inh: inhibitors of ATXN2 expression | HEK-293 ATXN2-luciferase reporter, luminescence, 24 h | Potency, µM (titrated, usually from 57 µM), for the others: at the top dose activity change, negative = inhibition, usual class: inhibitors | 360,000 tested, 0.72% active | AID 1745845; also: nearly all actives have a fitted effect of over 55% in size
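qHTS (up to 57 uM final) was run with 24 h compound exposure of reporter cells at 37 °C. Each well was multiplexed: SteadyGlo luminescence measured ATXN2-luciferase expression after a fluorogenic Gly-Phe-AFC viability readout (25 uM final).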
The depositor's hits bear a star; ? = inconclusive; [ ] = remark or other dose. Calls follow the shape of the dose curve; as a rule, active = well fitted curve in the direction sought with a large enough effect; inconclusive = small, poorly fitted or top-dose-only effect, or another doubt; inactive = no such curve, though single readings can be large; an effect the other way counts as inactive or inconclusive. % is scaled to controls: 0 for no effect and ±100 for the full control effect; potency is read from the fitted curve at half-maximal effect.

SMILES	KB-V1 cytotox	KB-3-1 tox	ATXN2 expr inh
CN1CCN(C(c2ccc(F)cc2)c2sc3nc(-c4ccco4)nn3c2O)CC1 (stereo not given)	?	6%	3%
Cc1ccc(CNC(=O)Cn2c(=O)n(Cc3ccc(F)cc3)c(=O)c3sc4ccccc4c32)cc1	16%	4%	12%
Cc1ccccc1NC(=O)c1sc2nc(-c3ccncc3)ccc2c1N	13%	-4%	20µM*
O=S(=O)(Nc1cccc(-c2ccc(N3CCOCC3)nn2)c1)c1ccc(F)c(C(F)(F)F)c1	?	0%	15%
CCOc1ccccc1Oc1nc(C)nc2c1oc1ccccc12	?	?	-26%
CCc1ccccc1NC(=O)CCNS(=O)(=O)c1ccc2c(c1)CCN2C(=O)C1CC1	-7%	-9%	-5%
Cc1cc(C)cc(NC(=O)CSCc2cc(=O)c3cc(Cl)ccc3[nH]2)c1	0%	-2%	-3%
COc1ccc(Cl)cc1NC(=O)COC(=O)CC(C)(C)CC1=NS(=O)(=O)c2ccccc2N1	0%	?	?
COc1cc(CN(C(=O)c2ccc(C)cc2)C2CCS(=O)(=O)C2)cc(OC)c1OC (stereo not given)	1%	2%	4%
CCn1nnc2cc(C(=O)Nc3cc(C)ccc3C)ccc21	?	?	1%
Cc1cc(NC(=O)c2cc(-c3ccc(Cl)cc3)on2)n(-c2ccccc2)n1	13%	5%	10%
O=C(CS(=O)(=O)c1cccc2nsnc12)NCc1ccccc1Cl	-4%	1%	3%
COc1ccc2c(c1)c1c(c(=O)n(-c3cccc(C)c3)c(=O)n1Cc1cccc(Cl)c1)n2C	1%	12%	3%
Cc1nn(S(=O)(=O)c2ccc(C(C)C)cc2)c(C)c1S(=O)(=O)N1CCCCC1	-3%	0%	10%
O=C(C1CCC(Cn2c(=O)c3sccc3n(Cc3cccc(F)c3)c2=O)CC1)N1CCOCC1 (stereo not given)	-17%	-9%	-13%
COC(=O)c1c(SC)nc2ccccc2c1OCc1cccc(C)c1	?	12%	4%
COc1ccccc1CNC(=O)c1cccc(Nc2nc3ccccc3n3nnnc23)c1	0%	0%	9%
CCc1ccc(NC(=O)c2cc(S(=O)(=O)N3CCCCCC3)ccc2F)cc1	7%	-12%	-12%
CCCCOc1cccc(C(=O)Nc2cccc3ccc(C)nc23)c1	9%	1%	-7%
COc1ccc(-c2nc3n(n2)C(c2cccc(C)c2)C(C(N)=O)=C(C)N3)cc1OC (stereo not given)	9%	9%	-4%
CCOC(=O)c1cnc2c(C)cc(C)cc2c1Nc1ccc(N2CCOCC2)cc1	?	-22%	0%
CCc1ccc(NC(=O)Cn2c(=O)n(Cc3ccccc3)c(=O)c3oc4ccccc4c32)cc1	-2%	-2%	12%
CCN(CC)C(=O)CSc1nc(-c2ccccc2F)nc2c1Cc1c(CO)cnc(C)c1O2	6%	-1%	-1%
COc1ccc(C)cc1NS(=O)(=O)c1ccc2c3c(cccc13)C(=O)N2	?	-20%	28µM*
Cc1ccccc1NC(=O)CN1C(=O)C(C)(C)c2ccccc21	-25%	0%	-15%

More structures
SMILES	KB-V1 cytotox	KB-3-1 tox	ATXN2 expr inh
Cc1ccc2c(c1)C(c1ccc(F)cc1)N(C(=O)c1ccc(S(=O)(=O)N3CCCCC3)cc1)CC(=O)N2 (stereo not given)	?	0%	-6%
Cc1ccc(-c2nc3ccccc3[nH]2)cc1NC(=O)COc1cccc(C)c1C	-24%	?	-12%
Cc1nn(-c2nc(-c3ccc(F)cc3)cc(C(F)(F)F)n2)c(C)c1Cl	?	8%	4%
COCCNc1ccc(-c2nc(-c3cccc(C)c3)no2)cc1[N+](=O)[O-]	?	9%	8%
Cc1ccc(NC(=O)c2cccc3c(=O)c4c([nH]c23)CCCC4)c(C)c1	-25%	?	172%[activator]
COC(=O)c1ccc(NC(=O)CN2CCCN(Cc3ccc(Cl)cc3)S2(=O)=O)cc1	-4%	0%	-22%
CCc1ccc(NC(=O)c2cc3nc(-c4ccc(C)cc4)cc(C(F)(F)F)n3n2)cc1	0%	12%	5%
Cc1ccc(Cn2nnc(C(=O)Nc3ccc(F)c(F)c3)c2N)cc1	1%	3%	-10%
COc1ccc(N(C)C(=O)CCn2cnc3onc(-c4ccc(F)cc4)c3c2=O)c(OC)c1	?	6%	?
CCN(CC)CCCNC(=O)c1ccc2nc(N3CCCCC3)sc2c1	0%	0%	35%[activator]
COc1ccc2c(c1)c1c(c(=O)n(-c3ccc(F)c(Cl)c3)c(=O)n1Cc1ccccc1C)n2C	0%	-4%	16%
Cc1cccc(NC(=O)c2cc3c([nH]c2=O)CC(c2ccccc2)CC3=O)c1 (stereo not given)	7%	8%	8%
Cc1ccc(S(=O)(=O)c2nc(-c3cccc(C)c3)oc2N2CCCCC2)cc1	0%	-13%	0%
Cc1cccc(CNC(=O)CCCN2C(=O)CCn3nc(-c4cn(C)c5ccccc45)cc32)c1	-20%	?	-9%
COc1ccc(C(=O)Nc2ccc3oc(-c4ccc(F)cc4Cl)nc3c2)cc1	?	-7%	3%
Cc1ccc(C)c(CNC(=O)CCn2cccn2)c1	7%	3%	0%
COc1ccc(CNC(=O)c2ccc3c(O)c(S(=O)(=O)c4ccccc4)c(=O)[nH]c3c2)cc1	7%	3%	5%
CCOc1ccc(-c2nc3c(c(SCC(=O)N4CCCCC4)n2)Cc2cccc(OC)c2O3)cc1	14%	4%	-5%
Cc1cc(C)c2oc(C(=O)Nc3sc4c(c3C(=O)NCc3ccco3)CCC4)cc(=O)c2c1	?	3%	-14%
Cn1nnnc1SCCCNCc1cc(Br)ccc1OCc1ccccc1F	-12%	5%	?
CCOc1ccc(NS(=O)(=O)c2ccc3[nH]cc(C(=O)N4CCCCCC4)c(=O)c3c2)cc1	-1%	0%	25%
CC1(C(=O)Nc2cccc(C(F)(F)F)c2)Cc2ccccc2C(=O)O1 (stereo not given)	-17%	-5%	-14%
Cc1cccc(C(=O)Nc2ccc(-c3nc4cc(C(C)C)ccc4o3)cc2)c1	-18%	?	-37%
COc1ccccc1CNC(=O)C1CCN(S(=O)(=O)c2ccc3c(c2)CCCN3C(C)=O)CC1	-12%	0%	10%
COC(=O)c1ccc(NC(=O)CSc2nc3c(c(=O)n(C)c(=O)n3C)n2Cc2ccccc2)cc1	?	-2%	2%

More compounds follow:
SMILES	KB-V1 cytotox	KB-3-1 tox	ATXN2 expr inh
CCOc1ccc(NC(=O)CCn2cccn2)cc1	7%	7%	11%
Cc1ccc(-c2nnc(SCCOc3ccccc3)o2)cc1	8%	0%	17%
CC1=C(C(=O)Nc2ccccc2)C(c2ccc(C)cc2)n2nc(SCc3ccccc3C)nc2N1 (stereo not given)	12%	8%	6%
O=C(Cn1ncc2c(=O)oc3ccccc3c21)Nc1cc(F)ccc1F	0%	26%	9%
Cc1ccc(C2=Nc3ccccc3N(CC(=O)NCc3ccc(Cl)cc3)C(=O)C2)cc1C	6%	0%	19%
CCC(C)Nc1ncnc2c1cnn2-c1ccc(F)cc1 (stereo not given)	?	1%	45%[activator]
Cc1ccccc1OCC(=O)Nc1sc2c(c1C(=O)OC(C)C)CCCC2	19%	-6%	12%
Cc1cccc(C)c1NC(=O)CN1C(=O)c2cccc3cccc1c23	-2%	3%	-3%
Cc1ccc(CNC(=O)Cn2c(=O)cc(-c3ccccc3)c3c(C)nn(C)c32)cc1	0%	2%	6%
Cc1ccc(S(=O)(=O)N2CCCc3cc(NS(=O)(=O)c4ccc(F)cc4)ccc32)cc1	-26%	-4%	?
CCc1ccc(NC(=O)C2CCCN(S(=O)(=O)c3ccc4c(c3)oc(=O)n4C)C2)cc1 (stereo not given)	9%	-2%	10%
CCc1nnc(NC(=O)c2nc(S(C)(=O)=O)ncc2Cl)s1	0%	3%	?
O=C(CCC1N=C2c3ccccc3N=C(SCC(=O)Nc3ccccc3F)N2C1=O)NCc1ccco1 (stereo not given)	0%	-4%	14%
CCS(=O)(=O)N1CCc2cc(C(=O)Nc3cc(Cl)ccc3C)ccc21	-7%	-14%	-24%
Fc1ccc(-n2ncc3c(Nc4cccc(Cl)c4)ncnc32)cc1	8%	-4%	?
CCOc1ccc(NC(=O)Cn2c(=O)n(Cc3ccco3)c(=O)c3oc4ccccc4c32)cc1	14%	9%	-5%
CCOc1ccc(NC(=O)c2cccc(N3CCCS3(=O)=O)c2)cc1	18%	8%	5%
COc1cccc(N2CCN(C(=O)c3cc4c(=O)n(Cc5cccnc5)ccc4nc3C)CC2)c1	2%	3%	-3%
CCCCNC(=O)C1=CC(c2ccc3c(c2)OCO3)=NS(=O)(=O)N1C	12%	0%	-3%
CCOC(=O)c1ccc(NC(=O)CC2C(=O)N(c3ccc(F)cc3)C(=O)N2Cc2ccc(C)cc2)cc1 (stereo not given)	-7%	5%	?
Cc1c(CN(C)C(=O)c2cc(-c3ccccc3)nc3ccc(Br)cc23)cnn1C	-30%	6%	22µM*
CCOc1ccc(-c2nnc(SCC(=O)Nc3ccccc3C(F)(F)F)o2)cc1	8%	-2%	28%
O=S(=O)(Nc1cccc(-c2ccc(N3CCOCC3)nn2)c1)c1cc(C(F)(F)F)ccc1Cl	21%	11%	9%
CCCOc1ccc(-c2nonc2NC(=O)c2ccco2)cc1OCCC	6%	-3%	-14%
CCOc1ccccc1N1CC(c2nc3ccccc3n2CCCCOc2ccccc2)CC1=O (stereo not given)	-7%	0%	-7%

Record cards, as listed above. Order of screens: KB-V1 cytotox | KB-3-1 tox | ATXN2 expr inh
CCc1ccc(NC(=O)C2CCCN(S(=O)(=O)c3ccc4c(c3)oc(=O)n4C)C2)cc1 (stereo not given) reads 9% | -2% | 10%
Cc1ccc(S(=O)(=O)N2CCCc3cc(NS(=O)(=O)c4ccc(F)cc4)ccc32)cc1 reads -26% | -4% | ?
O=S(=O)(Nc1cccc(-c2ccc(N3CCOCC3)nn2)c1)c1cc(C(F)(F)F)ccc1Cl reads 21% | 11% | 9%
CCOc1ccc(NC(=O)c2cccc(N3CCCS3(=O)=O)c2)cc1 reads 18% | 8% | 5%
Cc1ccc(CNC(=O)Cn2c(=O)cc(-c3ccccc3)c3c(C)nn(C)c32)cc1 reads 0% | 2% | 6%

Molecules shown so far with two or more sulfur atoms, in the order listed:
SMILES	KB-V1 cytotox	KB-3-1 tox	ATXN2 expr inh
O=C(CS(=O)(=O)c1cccc2nsnc12)NCc1ccccc1Cl	-4%	1%	3%
Cc1nn(S(=O)(=O)c2ccc(C(C)C)cc2)c(C)c1S(=O)(=O)N1CCCCC1	-3%	0%	10%
Cc1ccc(S(=O)(=O)N2CCCc3cc(NS(=O)(=O)c4ccc(F)cc4)ccc32)cc1	-26%	-4%	?
CCc1nnc(NC(=O)c2nc(S(C)(=O)=O)ncc2Cl)s1	0%	3%	?

The list continues:
SMILES	KB-V1 cytotox	KB-3-1 tox	ATXN2 expr inh
O=C(Nc1ccc(OCc2cc(=O)n3c4c(sc3n2)CCCC4)cc1)c1cccc(F)c1	?	4%	9%
Cc1ccc(CN(Cc2ccco2)C(=O)c2cccc(C)c2)cc1	-3%	-6%	-3%
COc1ccc(-c2cc(C(F)(F)F)nc(SCCC(=O)Nc3ccc(F)cc3F)n2)cc1	?	1%	11%
COc1ccc(CNc2nc(-c3ccc(Cl)cc3)cc(C(F)(F)F)n2)cc1	22%	2%	-13%
O=C(CSc1ncc(-c2ccccc2)[nH]1)Nc1ccc(Cl)cc1	-4%	0%	-13%
CCc1cccc(NC(=O)Cn2c(=O)n(CC3CCC(C(=O)NC)CC3)c(=O)c3sccc32)c1 (stereo not given)	6%	3%	-6%
Cc1cc(=O)c2cc(C(=O)Nc3ccc(C)c(C)c3)ccc2[nH]1	?	15%	-7%
CC(=O)Nc1ccccc1OCc1cc(=O)n2c(C)csc2n1	-3%	3%	9%
COc1ccc2c(c1)c1c(c(=O)n(-c3ccccc3)c(=O)n1CC(=O)Nc1ccc(C)c(C)c1)n2C	3%	-2%	9%
CCN1C(=O)c2ccccc2S(=O)c2ccc(C(=O)N3CCN(c4ccccc4)CC3)cc21 (stereo not given)	?	2%	-3%
COC(=O)C(C)Sc1nnc2cc(C)c3cc(C)cc(C)c3n12 (stereo not given)	11%	11%	-1%
Cc1cc(C)c2sc(NC(=O)c3ccc(S(=O)(=O)N4CCCC4)cc3)nc2c1	0%	0%	10%
Cc1ccc(-n2c(SCc3cccc(F)c3)nc3[nH]ncc3c2=O)cc1C	0%	-2%	-14%
CCOc1ccc(S(=O)(=O)N(CC(=O)Nc2ccc(OC)c(Cl)c2)c2ccccc2)cc1	8%	3%	-9%
COc1ccc(Cl)cc1NC(=O)c1ncn(-c2ccccc2)n1	11%	-5%	0%
COc1ccccc1N(CC(=O)Nc1ccc(C)c(Cl)c1)S(=O)(=O)c1ccc(C)cc1	-4%	12%	-5%
CCOC(=O)c1cc(S(=O)(=O)N2CCN(c3ccccc3F)CC2)[nH]n1	10%	1%	-1%
CCOC(=O)c1c(NC(=O)c2cc(-c3ccccc3)on2)sc2c1CCCC2	0%	0%	8%
CC1CCCCN1C(=O)c1ccc2c(c1)N(Cc1ccc(F)cc1)C(=O)c1ccccc1S2(=O)=O (stereo not given)	-2%	3%	-9%

The list is partial; count on the stated rates, not on these rows.
